# From PubChem
# Tn6 DDE FP – disrupts Tn6 cyclic peptide binding to fibrin D-Dimer-E complex; P02675; Fibrin DD(E) TRITC-Tn6 fluorescence polarization displacement; inhibition, % at 8.3 µM; hit rate 0.21% among 370,000; AID 720509;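 active means inhibition above a per-campaign cutoff: mean of compounds within control limits plus 3 SD, cut at about 15% in these data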;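 further: 0% = median of all compound wells on the plate and 100% = blocking peptide control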
# TDP2 absorb – blocks human TDP2 phosphodiesterase activity; hit rate 0.34% among 370,000; AID 720702; recombinant TDP2, T5PNP hydrolysis, p-nitrophenol absorbance 415 nm; inhibition, % at 12.8 µM;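 active means inhibition above the mean of all tested compounds plus 3 SD, set per campaign, cut at about 25% in these data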;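 further: 0% = DMSO with enzyme and 100% = buffer with substrate but no TDP2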
#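 Incubation: 2 h at 37 °C; Test system: recombinant human TDP2; Quantity: enzyme 120 nM; Read-out basis: percent inhibition; Medium: 50 mM Tris-HCl pH 7.5 with Mg2+, KCl, DTT, BSA; Repeats: single replicate; Compound: 12.8 µM single point, 1% DMSO; Signal: epi absorbance; Reagent: 5 mM T5PNP chromogenic substrate; Benchmarks: no-enzyme high, DMSO-plus-enzyme low.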
# PLCg1 inh – PLC-gamma1 (human) inhibition, primary screen; P19174; purified PLC-gamma1, fluorogenic substrate, fluorescence; inhibition, % at 12.2 µM; hit rate 0.84% among 370,000; AID 720700; in the data active means inhibition above about 9.5%
# ADAM17 inh – inhibits human ADAM17; P78536; recombinant ADAM17, EDANS/DABCYL FRET peptide cleavage; inhibition, % at 6.95 µM; hit rate 0.83% among 370,000; AID 720648;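 active means inhibition above the mean of compounds lying between control limits plus 3 SD, set per campaign, cut at about 8.5% in these data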;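 further: 0% = DMSO-only wells as the low control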
# Target sequence (P78536 215-824 limits assumed): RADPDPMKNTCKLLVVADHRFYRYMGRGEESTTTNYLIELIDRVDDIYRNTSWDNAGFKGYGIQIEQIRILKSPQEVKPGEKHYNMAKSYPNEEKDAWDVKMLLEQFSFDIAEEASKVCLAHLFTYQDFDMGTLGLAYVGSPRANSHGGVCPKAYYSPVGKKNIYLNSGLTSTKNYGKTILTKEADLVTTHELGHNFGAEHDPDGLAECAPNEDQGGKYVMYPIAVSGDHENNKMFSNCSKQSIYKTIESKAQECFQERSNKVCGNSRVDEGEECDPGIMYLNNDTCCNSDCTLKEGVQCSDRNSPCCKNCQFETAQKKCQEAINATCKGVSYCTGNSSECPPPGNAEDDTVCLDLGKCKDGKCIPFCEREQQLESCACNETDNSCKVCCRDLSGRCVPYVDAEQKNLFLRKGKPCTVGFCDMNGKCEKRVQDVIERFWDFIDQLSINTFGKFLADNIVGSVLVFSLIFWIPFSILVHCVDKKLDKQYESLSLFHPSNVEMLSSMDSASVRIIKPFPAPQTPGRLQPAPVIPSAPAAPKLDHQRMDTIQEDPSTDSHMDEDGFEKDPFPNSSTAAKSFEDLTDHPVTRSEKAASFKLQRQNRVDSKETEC
# proKLK7 act – activators of human kallikrein-7 zymogen | P49862 | purified proKLK7, EDANS-DABCYL substrate fluorescence; 100% is mature enzyme control, 0% vehicle | activation, % at 7 µM | hit rate 0.9% among 370,000 | AID 652039;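 active means activation above the mean of all tested compounds plus 3 SD, computed per campaign excluding outliers beyond control limits, cut at about 13% in these data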
# LEDGF integ inh – blocks HIV-1 LEDGF/p75-dependent DNA integration; TR-FRET IN-LEDGF/p75 DNA integration, Eu/Cy5; inhibition, % at 3.7 µM; hit rate 0.64% among 370,000; AID 743269;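 active means inhibition above the screen-wide mean plus 3 SD, cut at about 13% in these data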;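 further: signal is the Cy5 over europium emission ratio at 671 and 618 nm; 0% = plate median of compound wells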
# ASAP1 inh – blocks human ASAP1-stimulated Arf1 GTP hydrolysis | inhibition, % at 16.5 µM | hit rate 0.19% among 360,000 | GDP FP detection | Q9ULH1 | AID 624377; in the data active means inhibition above about 25%;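 further: 0% = vehicle with enzyme and substrate and 100% = no enzyme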
# Target sequence (Q9ULH1 325-724 limits assumed): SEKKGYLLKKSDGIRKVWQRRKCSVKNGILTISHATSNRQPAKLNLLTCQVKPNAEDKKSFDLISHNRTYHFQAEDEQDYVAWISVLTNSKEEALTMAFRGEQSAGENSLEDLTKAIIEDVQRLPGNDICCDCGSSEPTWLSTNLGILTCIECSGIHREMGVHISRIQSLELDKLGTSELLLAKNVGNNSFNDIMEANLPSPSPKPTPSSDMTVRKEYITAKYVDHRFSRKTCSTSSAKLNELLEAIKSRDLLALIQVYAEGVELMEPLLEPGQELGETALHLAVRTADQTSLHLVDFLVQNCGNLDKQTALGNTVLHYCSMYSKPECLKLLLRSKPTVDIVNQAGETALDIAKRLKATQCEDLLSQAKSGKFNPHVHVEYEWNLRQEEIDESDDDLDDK
# DDE Tn7 FP inh – DD(E)-Tn7 binding inhibition, primary FP screen. P02675. FP displacement of FITC-Tn7 peptide from fibrin DD(E); 0% = median of compound wells per plate. inhibition, % at 8.3 µM. hit rate 0.13% among 370,000;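 active means inhibition above the mean of compounds falling within the control limits plus 3 SD of them, cut at about 14% in these data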;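 further: 0% = plate median of compound wells and 100% = 10 µM Aha-Tn7 peptide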
#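 Also added: labelled Tn7 tracer, 0.1 µM; Assay system: human fibrin DD(E) protein; Amount: 2 µM fibrin DD(E); Schedule: 10 min compound pre-incubation, 3 h probe incubation at room temperature; Repeats: one replicate per compound; Read-out basis: percent inhibition; Measured by: fluorescence polarization of the labelled Tn7 tracer.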
# ADAM10 inh – ADAM10 inhibition, QFRET primary screen | recombinant ADAM10, EDANS/DABCYL FRET peptide cleavage, 3 h | AID 720582 | inhibition, % at 7 µM | hit rate 0.62% among 370,000 | O14672;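 active means inhibition above a per-campaign cutoff equal to the mean of compounds falling between control-based bounds plus 3 SD, cut at about 20% in these data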;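 further: 0% = DMSO wells while the 100% control is not disclosed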
# ARFGAP1 inh – inhibits rat ARF GTPase activating protein 1. Q62848. Arfgap1-stimulated ARF1 GTP hydrolysis, GDP FP detection. inhibition, % at 16.5 µM. hit rate 0.26% among 360,000. AID 651572;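 active means inhibition above a per-plate limit, mean inhibition of low control wells plus 3 SD, cut at about 25% in these data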;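 further: 0% = DMSO wells with enzyme and 100% = wells lacking Arfgap1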
#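 system = rat Arfgap1 catalytic domain, aa 1-136 | technique = FP, GDP Alexa 633 tracer displaced from anti-GDP antibody, 620/688 nm | compound = one concentration, 16.5 µM, DMSO 1.26% | medium = HEPES-based buffer, pH 7.5 | timing = compound-enzyme preincubation 20 min, reaction 120 min, detection 60 min, 25 °C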
# Starred values were filed as active, the others as inactive.
Tn6 DDE FP	TDP2 absorb	PLCg1 inh	ADAM17 inh	proKLK7 act	LEDGF integ inh	ASAP1 inh	DDE Tn7 FP inh	ADAM10 inh	ARFGAP1 inh	SMILES
-5	-3	0	-3	-0.9	2	-2	2	-12	4	O=C(NCc1ccccc1CN1CCCC1)c1ccc(S(=O)(=O)Nc2ccccc2F)cc1
-8	6	-1	-3	-0.3	-1	3	7	-16	6	COCCSc1nc2c(c(=O)[nH]c(=O)n2C)n1Cc1cccc(C)c1
6	7	-2	-7	0.0	0	6	5	-20	11	Cc1cccn2c(=O)nc(SCC(=O)N3CCC(Cc4ccccc4)CC3)nc12
3	14	1	0	-0.1	1	-4	8	-4	-11	CC(=O)c1cccc(NC(=O)NN2CCN(C)CC2)c1
-8	2	0	-4	-0.6	-5	9	0	-1	0	CN(Cc1ccc(OCC(O)CN2CCCCC2)cc1)Cc1ccnc2ccccc12 (stereo not drawn)
1	4	0	0	0.0	-1	-10	-2	0	2	CCOC(=O)C1CCCN(CCC(=O)Nc2cc(OC)ccc2OC)C1 (stereo not drawn)
-6	-2	3	-1	0.7	4	11	1	3	-3	CC(=O)Nc1cccc(NC(=O)Nc2ccc(F)cc2F)c1
5	-15	3	4	0.7	4	0	-2	6	1	Cc1ccc(N2N=C(c3ccc(Br)cc3)CCC2=O)cc1
-2	-1	-1	-4	0.0	-1	6	5	-9	-3	Cn1ncc(Cl)c1C(=O)N1CCN(S(=O)(=O)c2cccs2)CC1
-1	4	1	1	-0.3	-1	1	-5	-8	-9	Cc1[nH]ncc1N=Cc1ccc([N+](=O)[O-])cc1
4	1	3	-1	0.6	-1	-10	3	-5	6	CC(C)Cc1ccc(C(=O)NCc2ccc3c(c2)OCO3)o1
4	5	1	-1	0.2	0	-7	4	4	-3	OC1CCN(c2ncnc3c2nnn3Cc2c(F)cccc2Cl)CC1
4	-3	-1	-6	-0.7	-4	-11	-3	-16	10	CN1C(=O)c2ccc(C(=O)NCc3ccco3)cc2C1=O
2	12	1	-4	-0.1	1	-8	2	0	3	CC(=O)Nc1cc2c(cc1NC(=O)Cn1nnc(-c3ccc(C)o3)n1)OCCO2
2	2	1	-1	-0.4	2	-10	6	-10	-4	CC1Cc2ccccc2N1C(=O)CSc1nnc2sc3ccccc3n12 (stereo not drawn)
1	5	-1	0	-0.1	2	-4	-8	-2	-13	C#CCN1C(=O)C(O)(CC(=O)/C=C/c2ccco2)c2ccccc21 (stereo not drawn)
9	-1	0	0	0.4	-2	3	-4	-4	-5	Cc1nn(C)c(Oc2ccccc2)c1CCNS(=O)(=O)c1ccc(F)cc1
-1	4	-33	-11	9.4	3	4	-6	-32	18	COc1ccc(N2C(=O)[C@@H]3[C@H](C2=O)[C@H](C(C)=O)N2c4ccccc4C=C[C@@H]32)cc1
3	-4	2	-4	1.8	-1	5	-1	3	-10	COc1cccc(C(C(=O)NCc2ccccc2)N(C(=O)c2csnn2)C2CC2)c1 (stereo not drawn)
-2	-9	0	-1	-0.4	-3	-3	5	3	-2	O=C(N=Nc1c(O)n(C2OC(=O)c3ccccc32)c2ccccc12)c1ccc(O)cc1 (stereo not drawn)

# Part of the list above, reformatted:
# The line under a structure holds: Tn6 DDE FP	TDP2 absorb	PLCg1 inh	ADAM17 inh	proKLK7 act	LEDGF integ inh	ASAP1 inh	DDE Tn7 FP inh	ADAM10 inh	ARFGAP1 inh
- Cn1ncc(Cl)c1C(=O)N1CCN(S(=O)(=O)c2cccs2)CC1
 : -2	-1	-1	-4	0.0	-1	6	5	-9	-3
- Cc1[nH]ncc1N=Cc1ccc([N+](=O)[O-])cc1
 : -1	4	1	1	-0.3	-1	1	-5	-8	-9

# (list continues)
Tn6 DDE FP	TDP2 absorb	PLCg1 inh	ADAM17 inh	proKLK7 act	LEDGF integ inh	ASAP1 inh	DDE Tn7 FP inh	ADAM10 inh	ARFGAP1 inh	SMILES
-1	-18	2	5	-0.7	0	11	3	-2	-4	NS(=O)(=O)c1ccc(NC(=O)CSc2cn[nH]n2)cc1
6	-2	6	2	0.2	5	-3	-5	10	-9	CCc1ccc(NC(=O)C2CCCN(S(=O)(=O)c3ccc4c(c3)CC(C)N4C(C)=O)C2)cc1 (stereo not drawn)
0	2	-7	-32	-3.7	-2	-4	6	-115	-9	Cn1cc(-c2ccc(C(=O)NCc3cccc(Cl)c3)c3occc23)cn1
0	-9	-3	-1	0.2	0	-9	-1	-7	3	CCOc1ccc(Br)cc1S(=O)(=O)N1CCC(C(N)=O)CC1
-3	-3	2	5	0.4	0	0	0	5	22	O=C(Cn1nc(-c2ccccc2)nc1-c1ccccc1)OC1CCCCC1
13	-5	-1	0	0.2	1	-12	-5	-3	4	COc1cc(OC)c(NC(=O)c2cc(S(=O)(=O)N3CCOCC3)cn2C)cc1Cl
-1	0	2	-4	-0.3	4	0	4	6	-6	Cc1ccc(N(CCC#N)C(=O)COC(=O)c2cc(C)oc2C)cc1
3	1	0	-6	0.6	0	-1	-3	-13	3	COc1ccc(NC(=O)N(C)C[C@H]2Oc3ccc(NC(=O)Nc4c(C)noc4C)cc3C(=O)N([C@H](C)CO)C[C@@H]2C)cc1
-2	-5	3	3	-0.5	3	-2	-6	5	-3	Cc1ccc(NC(=O)NCc2ccco2)cc1[N+](=O)[O-]
3	0	3	1	0.0	5	2	0	4	-1	COc1ccc2nc(NC(=O)CCNC(=O)c3ccco3)sc2c1
0	6	4	-2	0.0	0	9	3	-3	0	COC(=O)C1=C[C@@H](C(=O)OC)C2C3=C(C(=O)C24CCCCC4)[C@H](C)n2c(=O)n(-c4ccccc4)c(=O)n2[C@@H]3C1 (stereo partly drawn)
7	7	1	-6	0.5	3	13	3	-4	5	O=C(NCc1ccccc1)C1CCC(=O)N(CCN2CCOCC2)C1 (stereo not drawn)
1	-9	2	3	-0.3	1	-4	-1	8	10	Cc1ccc(CNC(=O)c2ccc(N3CCC4(CC3)CC(c3ccccc3)=NO4)c(NC(=O)c3c(Cl)cccc3Cl)c2)cc1
0	-3	-295	-19	3.8	1	10	-7	-61	6	O=C(CN1C(=O)c2cccc3cccc1c23)N1CCc2ccccc2C1
6	-4	0	-2	0.2	-3	-9	2	-6	4	CSc1ccc(CN2CCC(C)(Oc3cccc(Cl)c3)C2)cc1 (stereo not drawn)
0	-3	7	-1	-0.8	5	-5	-5	-5	-2	CCOC(=O)C1CCN(C(=O)CCCn2nc(C)c3c(C)n(-c4ccc(C)cc4)nc3c2=O)CC1
6	-2	2	-1	0.5	0	-9	3	-2	2	Cn1cc([C@@H]2C[C@H]3CN(C4CCCC4)C(=O)[C@]34CCCN24)c(-c2ccccc2)n1
-6	7	-23	0	-0.1	4	-2	-7	1	5	Cc1cccc(NC(=O)CSCC(=O)N2CCN(C(=O)c3ccco3)CC2)c1
-6	-3	-3	-1	0.4	-7	22	0	0	1	O=C(NCCc1ccccc1)N1c2ccccc2Sc2ccccc21
1	-2	0	-4	0.2	1	2	4	-3	8	CCCC(=O)Nc1ccc(NC(=O)c2ccco2)cn1
8	1	2	2	0.9	3	9	1	-1	3	Cc1ccc2oc(=O)cc(CN3CCN(C/C=C/c4ccccc4)CC3)c2c1
-14	-5	-4	-8	-0.1	-4	-1	-3	-5	0	CC(=O)c1c(C)[nH]c(C(=O)OCC(=O)Nc2ncc(Cl)c(C)c2Cl)c1C
-8	-4	5	-1	-0.5	0	1	1	-8	7	CC(C)OC(=O)N(C)C[C@@H]1OCc2cnnn2CCCC(=O)N([C@H](C)CO)C[C@@H]1C
-2	0	0	-2	-0.5	2	8	2	1	-3	CCN(C(=O)c1ccnn1C)c1ccccc1
1	3	0	0	0.0	0	5	-3	1	-2	O=C(NCc1ccc2c(c1)OCO2)c1[nH]c(C(F)(F)F)nc1-c1ccccc1
-5	-14	2	-8	-0.7	-1	11	2	-1	4	O=C(CNS(=O)(=O)c1ccccc1)OCC(=O)c1ccc([N+](=O)[O-])cc1
2	3	1	0	-0.9	-1	2	-5	2	0	COc1ccc(CC(=O)NNC(=O)CSc2nnc(C)n2-c2ccccc2)cc1
-8	0	0	6	0.3	6	-2	-3	7	12	COc1ccc2c(c1)CCC/C2=N\Nc1nc(C(=O)NN)cs1
-3	-11	3	-2	0.0	-3	-6	1	11	5	CC1CCCN(CCCNC(=O)CN2C(=O)COc3ccc(S(=O)(=O)N4CCOCC4)cc32)C1 (stereo not drawn)
1	-7	3	1	0.7	-1	5	-6	2	-7	CC(c1ccon1)N(C)C(=O)c1ccc(OC2CCN(C(=O)C3CC3)CC2)cc1 (stereo not drawn)
3	6	-2	-5	0.0	2	-10	-4	-4	6	NC(=S)NN=C1CCC(C2CCCCC2)CC1 (stereo not drawn)
6	1	4	0	0.6	-3	10	2	-4	2	COC(=O)c1ccc(COC(=O)CNC(=O)C2CCCCC2)cc1
4	1	-7	-12	1.0	-3	5	-7	-42	7	CCc1ccc2[nH]c(C(=O)Nc3ccc4c(c3)OCO4)cc2c1
-3	5	-2	3	-0.3	1	9	1	5	2	CC1(c2nnc(-c3cccc(Cl)c3)o2)CC(c2cccc([N+](=O)[O-])c2)=NO1 (stereo not drawn)
1	-19	4	-1	0.3	1	-6	-3	-2	-1	COc1ccc(Cl)cc1C(=O)OCC(=O)NCCNC(=O)COC(=O)c1cc(Cl)ccc1OC
2	-3	1	3	0.1	2	-2	-2	6	-1	Cc1ccc(OCc2nc(-c3ccccn3)n[nH]2)cc1
7	9	0	-6	0.0	0	14	0	-11	-8	O=C(Cc1ccccc1)NS(=O)(=O)c1ccccc1
1	2	0	-1	-0.4	-1	0	-2	-1	-2	Cc1ccc(NC(=S)NC2CCCC2)cc1
-1	-15	4	3	-1.1	1	13	-4	-2	3	COc1ccc(-n2c(SCC(=O)NCCC(C)C)nc3ccsc3c2=O)cc1
6	12	-35	-2	-0.6	-1	-2	4	-1	1	COc1cccc(-c2cc(C(=O)NCc3ccco3)c3ccccc3n2)c1
-7	9	3	1	-0.6	-3	-1	-1	5	17	Cc1c(C)n(CC(O)CSc2ccccc2)c2ccccc12 (stereo not drawn)
4	9	0	0	0.8	-1	-7	-1	-12	6	CC(C)[C@H](NC(=O)C1CCN(S(=O)(=O)c2ccc(F)cc2)CC1)C(=O)NCc1ccncc1
3	0	0	1	-0.1	3	1	4	-1	-2	Cc1nc2ccc(NC(=O)c3ccccc3)cc2c(=O)n1Cc1ccc(F)cc1
-3	-16	2	7	0.8	1	1	-5	8	-6	Cc1ccc2nc(-c3ccccc3)cc(C(=O)N3CCN(c4ccccc4O)CC3)c2c1
